Screening results deposited in PubChem by several laboratories.
Mtb FBA inh: inhibits M. tuberculosis FBA enzyme | P9WQA3 | purified M. tuberculosis FBA, fluorescence read-out | inhibition, % at 1 µM | 360,000 compounds, 2.3% hits | AID 588726; in the data active means inhibition above about 27%;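 further: 0% = vehicle and 100% = reference inhibitor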
Target sequence (P9WQA3 whole entry, looked up): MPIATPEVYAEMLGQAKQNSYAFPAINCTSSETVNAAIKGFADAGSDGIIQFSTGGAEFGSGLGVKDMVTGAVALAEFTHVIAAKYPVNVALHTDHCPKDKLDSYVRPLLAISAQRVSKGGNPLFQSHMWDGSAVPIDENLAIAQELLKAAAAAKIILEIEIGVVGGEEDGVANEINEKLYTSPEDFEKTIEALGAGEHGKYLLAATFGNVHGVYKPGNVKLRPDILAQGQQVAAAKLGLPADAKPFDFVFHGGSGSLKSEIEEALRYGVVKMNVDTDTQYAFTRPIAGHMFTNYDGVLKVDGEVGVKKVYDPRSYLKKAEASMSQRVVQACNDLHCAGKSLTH
PfHsp40 yeast: rescue of PfHsp40-mediated yeast toxicity. S. cerevisiae expressing PfHsp40, growth rescue, ATP luminescence. growth rescue, % at 12.5 µM. 340,000 compounds, 0.68% hits. AID 504582; in the data active means growth rescue above about 28%, passing the limit was not always enough; inconclusive means no clear call, values can overlap the other calls;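 further: yeast W303a lacking pdr1 and pdr3 grown in galactose medium; growth measured after three days at 30 °C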
BoNT F protease: BoNT F light chain protease inhibition; AID 588497; Multiplex microsphere protease cleavage assay, flow cytometry; 360,000 compounds, 0.22% hits; inhibition, % at 10 µM; in the data active means inhibition above about 35%, passing the limit was not always enough; inconclusive means no clear call, values can overlap the other calls; further: plate controls were buffer without enzyme for full effect and enzyme alone for no effect
Mtb BioA inh: inhibitors of Mycobacterium tuberculosis BioA enzyme | inhibition, % at 9.99 µM | 360,000 compounds, 0.096% hits | purified M. tuberculosis BioA enzyme, plate reader; in the data active means inhibition above about 40%; inconclusive means no clear call, values can overlap the other calls
GDH-TPI counter: counter-screen for M. tuberculosis FBA inhibitors: GDH-TPI coupled enzymes; GDH-TPI coupled enzyme counterscreen, NADH absorbance; inhibition, % at 4.8 µM; 360,000 compounds, 1.2% hits; AID 588335; in the data active means inhibition above about 30%;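 further: 0% = DMSO wells and 100% = wells lacking the enzyme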
BoNT-A LC inh2: BoNT A light chain protease inhibition; multiplex microsphere protease substrate cleavage, flow cytometry; inhibition, % at 10 µM; 360,000 compounds, 0.17% hits; AID 588499; further: plate controls were buffer without enzyme for full effect and enzyme alone for no effect
UGM FP inh: inhibitors of M. tuberculosis UDP-galactopyranose mutase; 320,000 compounds, 0.06% hits; inhibition, % at 10 µM; P9WIQ1; purified UGM, fluorescence polarization probe displacement; in the data active means inhibition above about 10%, passing the limit was not always enough; inconclusive means no clear call, values can overlap the other calls
Target sequence (P9WIQ1 whole entry, looked up): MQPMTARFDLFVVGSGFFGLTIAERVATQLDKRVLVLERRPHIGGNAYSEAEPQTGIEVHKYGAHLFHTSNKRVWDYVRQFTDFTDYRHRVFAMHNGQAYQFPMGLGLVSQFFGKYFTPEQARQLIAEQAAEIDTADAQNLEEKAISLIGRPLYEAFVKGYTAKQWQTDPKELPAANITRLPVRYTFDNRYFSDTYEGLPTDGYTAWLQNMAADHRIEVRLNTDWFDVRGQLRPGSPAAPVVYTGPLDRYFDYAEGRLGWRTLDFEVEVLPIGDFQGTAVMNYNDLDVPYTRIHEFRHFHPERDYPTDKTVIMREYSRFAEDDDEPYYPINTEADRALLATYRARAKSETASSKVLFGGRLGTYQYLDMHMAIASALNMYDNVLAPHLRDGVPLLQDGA
Anthrax LF prot: blocks Bacillus anthracis lethal factor protease; P15917; 360,000 compounds, 0.12% hits; multiplex microsphere protease cleavage assay, LF; AID 588501; inhibition, % at 10 µM; further: plate controls were buffer without enzyme for full effect and enzyme alone for no effect
FadD28 binding: blocks FadD28 binding to the bisubstrate probe | 360,000 compounds, 0.22% hits | inhibition, % at 12.5 µM | fluorescence polarization; in the data active means inhibition above about 8.5%, passing the limit was not always enough; inconclusive means no clear call, values can overlap the other calls
* hit, by the source's call; ? = inconclusive; . = not tested or not shown. Unless noted, no stated cut-off is given here; in the data, active means inhibition above about 30%; inconclusive means no clear call, values can overlap the other calls; inactive means below that.

SMILES	Mtb FBA inh	PfHsp40 yeast	BoNT F protease	Mtb BioA inh	GDH-TPI counter	BoNT-A LC inh2	UGM FP inh	Anthrax LF prot	FadD28 binding
Cc1cc(C)cc(OCc2ccc(C(=O)O)o2)c1	0	0.7	8	0.5	-2	-0.4	-0.9	4	-2.1
CCOc1cc(C(=O)Nc2ccccc2N2CCOCC2)ccc1OCC(=O)N1CCOCC1	-3	0.6	4	-0.4	1	1.9	-0.9	-2	-2.8
CCN(CC)CC(=O)Nc1c(C)cc(C(C)(C)C)cc1C	5	-1.9	0	1.0	4	-0.2	-4.6	-1	-0.5
O=c1oc(-c2ccc(O)c(O)c2)cc2cccc(O)c12	-1	13	-14	0.8	13	-1.1	.	0	1.7
C=CCc1cccc2cc(C(=O)Nc3ccccc3C(=O)O)c(=O)oc12	0	-1.6	8	.	18	-0.4	.	-5	-3.2
Cc1ccccc1OCCn1c(C)nc2ccccc21	-2	0.5	.	-0.8	9	.	0.1	.	-1.4
O=c1[nH]c(NCCO)nc2ncn(Cc3ccccc3)c12	-1	0.5	-23	-0.9	3	-2.7	-2.8	-2	1.5
COc1cc(C(=O)ON=C2C=C(C)C(=O)C(C)=C2)cc(OC)c1OC	-1	-0.5	2	.	11	0.5	-1.3	0	-1.8
CCc1c(N)nc(N)nc1Nc1ccccc1Cl	1	-2.5	-3	-0.3	1	-0.2	.	-4	-1.6
COc1cc2nc(C3CCC3)n(NC(=O)C3CCC3)c(=O)c2cc1OC	-5	-1.3	-12	.	-1	0.7	-1.6	-2	-4.0
O=C(c1ccc2c(c1)OCCO2)C1CCN(S(=O)(=O)c2ccccc2F)CC1	1	3.2	-1	-0.8	10	?	-0.3	-7	-2.0
COc1ccc(/C(C)=N/N2C(=O)c3ccccc3NC2c2ccc(O)c(OC)c2)cc1 (stereo unspecified)	12	2.4	0	0.5	35*	0.6	-3.5	-4	2.7
Cc1ccc2c(c1)CO[C@@]21O[C@H](CCO)C[C@H](O)[C@H]1O	-1	.	-5	0.0	5	-0.2	.	-1	-1.6
Cc1cc(-c2nnc3sc(C4CCCCC4)nn23)n[nH]1	-2	-1.9	-12	.	7	0.0	4.0	2	-0.1
CCCCN(C)Cc1c(C)[nH]c2ccc(OCC)cc2c1=O	35*	-0.8	-15	0.4	27	7.7	-0.9	-1	-2.6
CC(C(=O)N1CCc2ccccc21)n1cccc1 (stereo unspecified)	2	-0.6	-38	0.0	8	-2.5	-0.1	-9	-2.1
C/C(=N\NC(=S)NC(C)C)c1cccc([N+](=O)[O-])c1	-2	1.0	0	1.7	5	0.1	0.5	0	-0.7
CC(C)Cc1nnc(NC(=O)CCC(=O)N2CCN(c3ccccc3F)CC2)s1	-1	1.0	-2	0.1	-4	0.1	1.5	1	-1.7
COC(=O)CS(=O)(=O)c1nnc([C@H](Cc2ccccc2)NC(=O)OC(C)(C)C)o1	5	0.4	-2	.	1	1.0	0.0	-3	1.0
N#Cc1nc(Cc2cccc3ccccc23)oc1NCCN1CCCCC1	3	0.0	4	-1.2	7	0.7	3.3	-2	0.8
Oc1cccc2cccnc12	-2	.	12	-0.9	-4	-1.7	-2.9	4	-2.3
CC(=O)c1ccc(N2CCN(S(=O)(=O)c3ccc4c(c3)NC(=O)CC(=O)N4)CC2)cc1	0	-1.6	-1	13	10	-2.1	-2.2	-1	-4.2
COc1ccc(N2CCN(C3CC(=O)N(Cc4ccccc4)C3=O)CC2)cc1 (stereo unspecified)	-2	1.1	-7	0.9	0	-0.9	1.4	-1	-0.6
CCOC(=O)c1c(C)[nH]c(C(=O)OCC(=O)c2ccc(OC)cc2OC)c1C	5	0.2	0	.	18	-0.1	1.4	-2	-0.6
COc1ccc(NC(=O)CSc2ccc3nnc(-c4cccnc4)n3n2)cc1OC	0	0.0	-5	3.3	13	-0.2	2.1	0	-0.2
CC(=O)Nc1ccc(NC(=O)CSc2nnnn2-c2ccc(F)cc2)cc1	3	-1.0	16	-3.2	-5	-1.2	0.7	-5	.
Cc1ccc(-c2cc(C(=O)NCCCn3ccnc3)c3cc(Br)ccc3n2)o1	1	0.2	-30	0.7	19	10	-0.2	8	-4.0
COc1cccc(CN(C)CC(=O)Nc2cc3oc4ccccc4c3cc2OC)c1	0	1.3	3	.	15	-1.5	2.6	-3	-2.8
COc1ccccc1C(=O)NCCC(=O)OCC(=O)Nc1ccc(S(N)(=O)=O)cc1	0	0.1	13	0.8	11	1.4	-8.0	9	0.2
CC(NC(=O)COc1cccnc1[N+](=O)[O-])c1ccc(F)cc1 (stereo unspecified)	-1	0.0	4	-0.6	5	0.6	-0.4	-4	-2.6
C[C@@H]1CCC[C@H](C)N1Cc1nc(Cc2ccccc2Cl)no1	0	0.2	-19	-0.4	-4	-3.6	-1.6	-2	-5.8
COc1ccc(C(=O)OC2C[C@H]3CC[C@H](C2)N3C)cc1OC (stereo partly specified)	-1	-1.1	-15	-1.3	-2	-0.8	0.0	2	-3.0
Cc1nc(S/C(=C/c2ccc(OCc3ccc(C(=O)O)cc3)cc2)C(=O)O)n[nH]1	4	0.2	3	.	31*	-0.2	4.8	-4	0.6
CC(=O)c1cn(CCOc2cc(C)ccc2C)c2ccccc12	0	0.1	-1	-1.5	17	-1.9	1.9	-15	-1.7
COc1cccc(-c2nc(CS(=O)(=O)CC(=O)NCC(C)c3ccccc3)c(C)o2)c1 (stereo unspecified)	3	-0.6	5	3.2	3	0.8	9.5	-2	0.1
COCCC(=O)Nc1ccc2c(c1)CN(C(=O)CCOC)CC2	2	-0.1	0	.	-2	0.6	-2.3	-6	0.2
Cc1cccc(SC2CCN(Cc3nc(CC4CC4)no3)CC2)c1	0	-1.0	-6	.	2	-1.1	-2.4	-3	-1.8
CCOC(=O)C1CCN(C(=O)Cc2c(F)cccc2Cl)CC1	-1	1.7	1	.	4	0.3	0.9	2	0.4
Clc1ccc(CN2CCSCC2)cc1Cl	1	-2.0	7	0.0	-7	-2.8	-5.6	-6	-1.1
Cc1nnc(NC(=O)C2CC(=O)N(Cc3ccccc3)C2)s1 (stereo unspecified)	0	-0.2	4	1.5	-7	0.4	-3.6	0	-0.3
CCOC(=O)N1CCN(Cc2nc3cc(NC(=O)C(C)C)ccc3n2CC)CC1	4	-1.2	-18	-0.3	6	-4.0	2.0	0	-0.9
Nc1ccc(S(=O)(=O)c2ccc(N)cc2)cc1	7	0.3	2	-1.4	16	-0.3	0.1	-2	-0.4
CCn1cnc2c1c(=O)n(Cc1ccc(C(=O)OC)cc1)c(=O)n2Cc1ccccc1	-9	-1.0	33	10	-1	1.7	-4.2	-10	-3.1
COc1ccc2sc(N(CCCN(C)C)C(=O)c3ccc(S(=O)(=O)N4CCCc5ccccc54)cc3)nc2c1	0	-1.2	-3	-1.4	0	-2.7	-3.0	-2	-14
COc1cc2nc(CN(CCC(C)C)Cc3nc4cc(OC)c(OC)cc4c(=O)[nH]3)[nH]c(=O)c2cc1OC	4	0.0	-4	-1.4	0	0.0	-4.6	-3	-2.5
CSc1nccc(NC(=O)c2cccc(Br)c2)n1	1	0.9	7	2.1	3	0.7	-0.7	15	0.0
O=C(CN(CC1CCCO1)C(=O)CCC(=O)Nc1ccccn1)NCc1ccccc1 (stereo unspecified)	-2	-0.2	-1	-4.0	3	1.2	1.6	1	-0.5
CN(Cc1ccccc1)c1oc(COc2ccccc2F)nc1C#N	-1	2.3	-7	1.3	-2	-0.9	2.4	-7	-5.2
COc1ccc(S(=O)(=O)N(C)C)cc1NCC(=O)Nc1cccc2ccccc12	-1	-0.3	-3	0.6	-5	-0.2	-5.1	-6	-3.0
Cc1ccc(C(=O)Nc2ccon2)cc1S(=O)(=O)N1CCOCC1	0	0.2	-4	2.7	1	-0.6	0.6	-6	-0.2
CCCOc1ccc(C(=O)NNC(=O)c2cccc(S(=O)(=O)N3CCN(C(C)=O)CC3)c2)cc1OC	-3	0.8	-3	.	-2	0.9	3.4	-1	-1.5
COc1ccc(N2CCN(C(c3cc4cc(C)ccc4[nH]c3=O)c3nnnn3Cc3ccccc3)CC2)cc1 (stereo unspecified)	1	0.3	-2	0.8	8	-0.3	0.4	-3	-2.0
COc1ccc(S(=O)(=O)N2CCCCC2)cc1NC(=O)CCNC(=O)c1ccc(Cl)cc1	-2	-1.0	-6	-0.3	5	-0.2	0.5	8	-0.7
NS(=O)(=O)c1ccc(NC(=O)COC(=O)c2cc3ccccc3cc2O)cc1	-1	0.6	-8	-0.8	14	-1.3	3.6	0	-0.6
COc1cccc(OC)c1C(=O)N1CCOCC1	-1	-0.5	1	-0.2	-4	?	1.2	0	-1.0
COc1cc(OC)c(OC)cc1/C=N/NC(=S)NCC1CCCO1 (stereo unspecified)	14	-0.1	2	0.0	34*	0.3	0.5	-3	-2.1
CC(C)C(c1nnnn1C1CCCC1)N1CCCc2ccccc21 (stereo unspecified)	3	-0.4	-2	-0.3	2	-2.8	0.5	-2	-2.7
O=C(O)c1ccc(S(=O)(=O)N(Cc2ccc(F)cc2)C2CCCCC2)cc1	-1	0.1	.	0.1	5	.	0.8	.	-3.3
O=C(Nc1ccc(COc2ccccc2)cc1)Oc1ccccc1N1CCOCC1	1	-1.6	?	.	-5	-4.8	-4.0	-3	-2.3
COc1ccc(C(N)c2nccc3cc(OC)c(OC)cc23)cc1OC (stereo unspecified)	6	0.5	-7	3.5	27	-1.7	-0.3	5	-0.6

Ordered by number of heavy atoms (smallest number first): part of the list above.
SMILES	Mtb FBA inh	PfHsp40 yeast	BoNT F protease	Mtb BioA inh	GDH-TPI counter	BoNT-A LC inh2	UGM FP inh	Anthrax LF prot	FadD28 binding
COc1cccc(OC)c1C(=O)N1CCOCC1	-1	-0.5	1	-0.2	-4	?	1.2	0	-1.0
O=c1[nH]c(NCCO)nc2ncn(Cc3ccccc3)c12	-1	0.5	-23	-0.9	3	-2.7	-2.8	-2	1.5
CCCCN(C)Cc1c(C)[nH]c2ccc(OCC)cc2c1=O	35*	-0.8	-15	0.4	27	7.7	-0.9	-1	-2.6
CC(=O)c1cn(CCOc2cc(C)ccc2C)c2ccccc12	0	0.1	-1	-1.5	17	-1.9	1.9	-15	-1.7
COc1cc2nc(C3CCC3)n(NC(=O)C3CCC3)c(=O)c2cc1OC	-5	-1.3	-12	.	-1	0.7	-1.6	-2	-4.0
COc1ccc(N2CCN(C3CC(=O)N(Cc4ccccc4)C3=O)CC2)cc1 (stereo unspecified)	-2	1.1	-7	0.9	0	-0.9	1.4	-1	-0.6

Going on with the list.
SMILES	Mtb FBA inh	PfHsp40 yeast	BoNT F protease	Mtb BioA inh	GDH-TPI counter	BoNT-A LC inh2	UGM FP inh	Anthrax LF prot	FadD28 binding
O=C(Nc1ccc(N2CCN(C(=O)c3ccco3)CC2)cc1)c1ccc([N+](=O)[O-])cc1Cl	4	-0.2	3	-1.6	19	0.6	3.7	-5	-0.8
COc1ccc(N(CC(=O)NN=C2CCCCCCC2)S(=O)(=O)c2ccccc2)cc1	3	-0.4	4	-0.2	7	-1.0	0.0	-6	-0.3
CCCc1cc(=O)n2[nH]c(-c3ccccc3)cc2n1	18	-1.0	-4	0.3	0	-1.0	2.8	0	-1.0
CCOc1cc(C(=S)N2CCOCC2)ccc1OS(=O)(=O)c1ccc(Br)cc1	0	1.0	-13	-2.4	-3	-1.7	0.2	17	-0.5
Cc1ccc(C(=O)N2CCN(C)CC2)cc1S(=O)(=O)N1CCCCCC1	-4	-1.0	-6	4.5	-1	1.1	4.8	-4	-3.1
COC(C[C@H](O)[C@@H](C)[C@H](O)COCc1ccccc1)OC	4	-0.5	-9	-5.2	-8	0.3	.	-9	-0.9
O=[N+]([O-])c1ccccc1S(=O)(=O)N1CCN(c2ccc(F)cc2)CC1	4	1.9	-4	-0.1	-5	-1.8	1.0	-12	-6.4
Cc1cccc(OCC(O)Cn2c(N3CCCCC3)nc3c2c(=O)n(C)c(=O)n3C)c1 (stereo unspecified)	2	1.9	-4	0.0	-3	-3.7	-1.5	-10	-0.1
